SV40 large T antigen: SV40 large T antigen inhibitors, biochemical (AID 1903); SV40 large T antigen ATPase/helicase inhibition assay; higher % means a stronger effect; inhibition, % at 20 µM; hits with a dose series show IC50 in µM; 310,000 compounds, 0.39% hits; in the data active = a potency from the dose series; inconclusive = inhibition mostly from about 32% at the one dose, without a potency; inactive = the rest, 99 in 100 with inhibition below about 32%; also: strong numbers were not always called active
RSV antiviral HEp-2: inhibition of RSV-induced cytopathic effect – HEp-2 cells, primary 10 µM value included (AID 2391); HEp-2 cells, RSV-induced CPE inhibition; higher % means a stronger effect; CPE inhibition, % at 10 µM; hits with a dose series show IC50 in µM; 310,000 compounds, 0.13% hits; in the data active = a potency from the dose series; inconclusive = CPE inhibition mostly from about 23% at the one dose, without a potency; inactive = the rest, 99 in 100 with CPE inhibition below about 21%; also: strong numbers were not always called active
K1F lysis inhibition: inhibition of K1F phage lysis, E. coli UTI89, bacterial capsule biogenesis inhibitors, alamar blue (AID 488966); E. coli UTI89 K1F phage lysis, alamar blue, 2 h; higher % means a stronger effect; one-dose inhibition, % at 100 µM; IC50 in µM for titrated hits; 340,000 compounds, 0.02% hits;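 active = phage lysis inhibition, versus mean bacterial control, above a set limit; inconclusive = no clear call, values can overlap the other calls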;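 also: capsule biogenesis inhibitors block K1F phage lysis so surviving cells raise fluorescence; higher fluorescence means more inhibition of phage lysis; actives were called in the ten point dose series up to 300 µM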
Yfh1-depleted yeast: enhancers of respiration in Yfh1-depleted yeast, dose response, Friedreich's ataxia, plus single-dose screen (AID 1465); S. cerevisiae Yfh1-off respiration, WST-1 reduction, 72 h; higher fold induction means a stronger effect; one-dose fold induction at 50 µM; EC50 in µM for titrated hits; 220,000 compounds, 0.074% hits;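 active = fold induction of absorbance versus untreated yeast above a set limit, then at least 30% activation at any dose in follow-up; inconclusive = repeats straddling the limit, or above it without dose testing; inactive = fold induction below the set limit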;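 also: activators that raise dye reduction in frataxin-depleted yeast; strong numbers were not always called active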
West Nile virus CPE: West Nile virus antiviral activity, cell-based, CPE readout (AID 1621); West Nile virus-infected cells, CPE inhibition; higher % means a stronger effect; CPE inhibition, % at 10 µM, or IC50 in µM where a hit was titrated; 290,000 compounds, 0.02% hits; in the data active = a potency from the dose series; inconclusive = CPE inhibition mostly from about 3.7% at the one dose, without a potency; inactive = the rest, 99 in 100 with CPE inhibition below about 2.2%; also: strong numbers were not always called active
WT yeast gro inh: growth inhibition of WT yeast, mitochondrial fusion screen | mitochondrial fusion phenotypic screen, WT strain | 190,000 compounds, 2.1% hits | inhibition, % at 10 µM; in the data active = inhibition above about 58%; tested in S. cerevisiae
Dengue-2 NS5 capping: Dengue-2 NS5 methyltransferase inhibitors, primary screen, biochemical, confirmation dose response (AID 588689); inhibition, % at 25 µM, or IC50 in µM where a hit was titrated; Dengue-2 NS5 methyltransferase capping enzyme assay, biochemical; higher % means a stronger effect; 340,000 compounds, 0.3% hits; in the data active = a potency from the dose series; inconclusive = inhibition above about 29% without an active follow-up result
CSM14.1 death rescue: rescue of cells from ER stress-induced death, primary screen, 384-well, CSM14.1, thapsigargin, ATP luminescence (AID 1222); CSM14.1 thapsigargin-induced death rescue, ATP luminescence; higher % means a stronger effect; cellular ATP content (survival), % at 20 µM, or EC50 in µM where a hit was titrated; 190,000 tested, under 10 active;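 active = EC50 below 50 µM in the dose-response confirmation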;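 also: death triggered by thapsigargin at about 15 µM added after 2 h compound pretreatment; cell ATP read after overnight thapsigargin exposure of roughly 18 to 22 hours; normalized against plate controls of thapsigargin alone and 5% DMSO vehicle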
XIAP displacement: small molecules displacing peptide from XIAP – biochemical, IAP family, fluorescence polarization (AID 1018) | XIAP BIR domain, fluorescence polarization peptide displacement; higher % means a stronger effect | displacement, % at 20 µM, or IC50 in µM where a hit was titrated | 200,000 compounds, 0.007% hits; in the data active = displacement above about 50%; also: a part of the inactive calls stands beside numbers as strong as those of hits
WT yeast gro inh mutant strain: also measured in WT yeast gro inh; calls as there; inhibition, %; mitochondrial fusion phenotypic screen, mutant strain inhibition
Dengue-2 NS5 capping pilot replicate: further read-out of Dengue-2 NS5 capping, marked with its call; inhibition, %; measured here: pilot screen replicate inhibition
The depositor's hits bear a star; i = inactive; ? = inconclusive; . = no result given; & = joins results of further samples; [ ] = dose if it differs, or a comment. This is a random part of the collection. About 2.2% of those tested had a hit in this group.

SMILES	SV40 large T antigen	RSV antiviral HEp-2	K1F lysis inhibition	Yfh1-depleted yeast	West Nile virus CPE	WT yeast gro inh	WT yeast gro inh mutant strain	Dengue-2 NS5 capping	CSM14.1 death rescue	XIAP displacement	others
COc1ccc(NC(=O)CSc2nc3sc(C)cc3c(=O)n2C)cc1	9%	3.7%	0.4%	.	0.1%	.	.	-5%	.	.
COC(=O)/C(=N/Nc1ccc(C)cc1)N1CCCc2ccccc21	17%	40%	1.1%	i	-1.2%	22	-2	-2%	-1.9%	-2.3%
CCOC(=O)C(CC)Sc1nc2c(cnn2-c2ccc(F)cc2)c(=O)[nH]1 (stereo unspecified)	7%	11%	0.1%	.	-0.3%	.	.	-7%	.	.
CC(C)N(CCc1ccncc1)C(=O)Nc1ccc(Cl)c(Cl)c1	5%	22%	-1.4%	i	-0.5%	17	26	-7%	0.9%	-4.6%
Cc1cc(C)c(C#N)c(Sc2nnnn2-c2ccccc2)n1	0%	0.2%	-0.1%	i	0.5%	9	-11	-2%	-2.3%	-3.5%
COCCNc1nc(SC)nc2sc3c(c12)CCN(C)C3	8%	1.9%	0.9%[50 µM]	.	0.1%	.	.	0%	.	.
CCCc1[nH]n(-c2nc3ccccc3s2)c(=O)c1C=NCCN1CCOCC1	3%	1.9%	-0.1%	i	0.6%	-14	-36	3%	.	1.5%
COc1ccc(NC(=O)c2cc(-c3ccc(C)cc3O)n[nH]2)c(OC)c1	6%	2.6%	-0.3%	.	-0.8%	.	.	5%	.	.
CN(C)/C=C(\C#N)S(=O)(=O)c1ccc(Cl)cc1	9%	1.2%	.	i	-0.2%	.	.	.	.	.
Cc1ncc(CSc2ccc(Cl)cc2)c(CO)c1O	4%	22%	0.1%	.	-0.3%	.	.	6%	.	.
Cc1cnc([N+](=O)[O-])n1CCOC(=O)NC(=O)c1ccccc1	3%	1.4%	0.1%	i	1.6%	-2	8	-4%	2.4%	-3.8%
Cc1cc(C(=O)COC(=O)COc2ccc(C#N)cc2)c(C)n1C1CC1	12%	0.9%	1.3%[50 µM]	.	.	.	.	0%	.	.
O=C(c1ccccc1)N1CCN(C(=O)c2cc3ccccc3oc2=O)CC1	0%	-0.3%	-0.3%	.	-0.3%	.	.	-7%	.	.
O=C(CNCc1cccnc1)Nc1cc(C(F)(F)F)ccc1N1CCOCC1	4%	0.9%	-0.3%	i	-0.5%	.	.	-1%	.	.
CCS(=O)(=O)C1=NN2C(=N)/C(=C\c3ccc(OC(=O)c4ccco4)cc3)C(=O)N=C2S1	?	2.2%	i	.	0.1%	.	.	-16%	.	.
COc1ccc(CCNC(=O)c2c(Cl)ccc(Cl)c2OC)cc1OC	4%	0.7%	0.2%	.	-1.9%	.	.	-3%	.	.	Dengue-2 NS5 capping pilot replicate=3.0
CNC(=O)c1[nH]nc2c1CCc1cc(OC)ccc1-2	4%	2.3%	0.4%	.	0.0%	.	.	-5%	.	.
COc1ccc(NC(=S)N2CCCN(Cc3cccc(Cl)c3)C2)cc1	15%	-3.6%	4.1%[50 µM]	i	-0.1%	-7	-6	-4%	-0.3%	-4.3%
Cc1cc2cc(C)c3nnc(SCC(=O)Nc4ccc(S(=O)(=O)N5CCCCC5C)cc4)n3c2cc1C (stereo unspecified)	3%	6.5%	3.6%	i	0.6%	2	-15	7%	-1.9%	-8.4%
Cc1ccc(C)c(S(=O)(=O)N2CCCC2CNC(=O)C(=O)NCc2cccs2)c1 (stereo unspecified)	5%	3.4%	1.4%[50 µM]	.	.	.	.	-9%	.	.
COc1cccc(C(=O)Nc2ccc(F)cc2F)c1	18%	-0.7%	-0.2%	i	-0.1%	-13	-5	-16%	-2.8%	-6.5%
CCCN(C(=O)c1ccc(N(C)S(=O)(=O)c2ccc(C)cc2)cc1)C1CCS(=O)(=O)C1 (stereo unspecified)	11%	-0.3%	1.2%[50 µM]	.	.	.	.	-5%	.	.
CCc1nc(SCC(=O)c2c[nH]c3ccccc23)n[nH]1	-5%	-0.8%	-0.6%	i	0.8%	2	-8	-5%	-2.0%	-4.0%
COc1ccc(N2CCN(C(=O)Cc3ccc(-n4c(=O)[nH]c5ccccc5c4=O)cc3)CC2)cc1	15%	2.4%	0.4%	i	0.2%	8	3	-5%	17%	-3.4%
COc1ccc(C(c2nnnn2C(C)(C)C)N2CCN(c3nc4ccccc4s3)CC2)cc1OC (stereo unspecified)	10%	.	-0.3%	i	0.0%	0	7	-3%	4.0%	-5.7%
O=C(C1CCCN(c2nnc(-n3cccc3)s2)C1)N1CCN(c2ccccc2)CC1 (stereo unspecified)	9%	7.3%	0.0%	i	0.1%	31	32	-4%	0.9%	-2.5%
Cc1cc(Cl)c(S(=O)(=O)NCc2ccccc2)cc1OCC(N)=O	5%	2.2%	0.3%	i	-0.6%	-4	-3	-8%	-0.6%	-4.0%
O=C(Nc1ccccc1-c1ccccc1)c1ccc(Br)o1	-4%	0.4%	-0.3%	i	0.3%	45	35	3%	1.3%	-8.1%
CC(C)N1CCc2c(sc(NC(=O)Cc3ccccc3)c2C#N)C1	1%	-0.8%	3.1%	.	-0.7%	.	.	3%	.	.
CC(=O)N1CCN(S(=O)(=O)c2cccc(C(=O)Nc3ccc(F)c(F)c3)c2)CC1	13%	1.6%	0.1%	.	-0.6%	.	.	5%	.	.
Cc1nn(-c2ccc(F)cc2F)c2c1-c1nc(N3CCCC3)ncc1CC2	7%	11%	0.6%	i	1.3%	5	12	8%	0.5%	-3.2%
Cc1cccc(OCCNc2cc(N3CCN(CCO)CC3)ccc2[N+](=O)[O-])c1	13%	43%	2.5%[50 µM]	i	?	31	10	-3%	-1.1%	-2.5%
Cc1ccc(NC(=O)c2cccc(C(=O)OC(C)C)n2)c(Br)c1	27%	6.9%	0.3%	i	-1.1%	0	-5	-4%	-1.0%	-4.2%
Cc1cc(N2CCN(C)CC2)nc2ccc(NC(=S)N3CCCCCC3)cc12	16%	-2.3%	-0.1%	i	-0.4%	20	11	8%	-1.2%	-2.8%
COc1ccc(N2CCN(C(CNC(=O)C(C)C)c3ccc4c(c3)OCO4)CC2)cc1 (stereo unspecified)	28%	-0.3%	0.3%	.	0.1%	.	.	-1%	.	.
Cc1ccc(S(=O)(=O)N(C)c2c(C)ccc(S(N)(=O)=O)c2C)cc1	9%	0.4%	-0.7%	i	-0.7%	1	-7	4%	-0.4%	-4.3%
C/C=C\C=C\C(=O)Nc1cccc(C2=NOC3(C2)C[C@H](C(N)=O)N(C(=O)c2ccccc2C(=O)c2ccccc2)C3)c1 (stereo partly specified)	30%	9.6%	.	i	0.4%	.	.	.	.	.
Cc1cc(NC(=O)c2ccc(Cl)cc2Cl)no1	10%	1.6%	-0.1%	.	-0.1%	.	.	-10%	.	.
NC(=O)c1ccccc1Br	13%	2.5%	0.0%	i	-0.2%	.	.	-7%	.	.
CCOC(=O)C1(CCc2ccccc2)CCN(C(=O)C(C)n2cncn2)CC1 (stereo unspecified)	23%	1.9%	0.3%	i	-0.5%	-8	-1	-5%	-0.6%	-4.4%
CC1(C)CC(NC(=O)C23CCC(C)(C2Br)C3(C)C)CC(C)(C)N1 (stereo unspecified)	5%	.	0.1%	i	0.1%	.	.	4%	.	.
Cc1ccc(/C=C/C(=O)Nc2cc(S(N)(=O)=O)ccc2O)cc1	0%	6.2%	1.4%	i	-0.4%	0	22	-1%	-1.1%	-4.4%
O=C(NCc1ccon1)c1ccc(OC2CCN(CCc3ccccc3)CC2)cc1	4%	-1.8%	0.5%	i	-0.6%	-2	-10	-4%	-1.3%	-1.3%
CN(C)CCOC(c1ccc(Cl)cc1)c1ccccn1 (stereo unspecified)	10%	-0.2%	3.3%&-1.8%	i	-0.6%	-6	-11	0%&2%	-1.1%	-1.8%
CN(CC(=O)NCCc1ccccc1)S(=O)(=O)c1cnc[nH]1	2%	0.7%	3.2%	i	-0.2%	0	-4	-5%	3.1%	-0.8%
CCN(CC)S(=O)(=O)c1cccc(NC(=O)COC(=O)c2cc(C)oc2C)c1	17%	19%	2.1%	i	-0.2%	4	5	-2%	-4.3%	0.9%
CC(=O)[C@@H]1[C@@H]2C(=O)N(Cc3ccccc3)C(=O)[C@@H]2C2c3ccccc3C=CN21 (stereo partly specified)	-2%	2.4%	-1.2%	i	0.0%	16	5	24%	0.7%	-3.4%
O=C(CCC(=O)N1CCOCC1)Nc1nnc(C2CCCCC2)s1	0%	0.7%	0.2%	i	-0.4%	23	-6	-3%	-1.1%	-3.8%
COc1cc2c(cc1OC)CN(CC(=O)Nc1ccccc1C(=O)NCc1ccccc1)CC2	6%	1.7%	-0.1%	.	0.5%	.	.	-9%	.	.
C=CCNC(=S)Nc1ccccc1	5%	-0.3%	2.5%	i	1.6%	8	28	-3%	1.1%	-9.1%
CCOC(=O)c1ccc(S(=O)(=O)N2CCN(c3ccccn3)CC2)cc1	3%	12%	0.1%	.	-0.3%	.	.	-2%	.	.
O=S(=O)(Nc1ccncc1)c1ccc(Cl)cc1	-1%	2.4%	0.1%	i	0.2%	0	-2	-4%	5.0%	-5.0%
Brc1cc2c(cc1COc1ccc(-c3nn[nH]n3)cc1)OCO2	15%	0.9%	-0.3%	i	1.2%	-20	-6	7%	-4.6%	-6.5%
Cc1ccc2c(c1)C1CN(C)CCC1N2C(=O)c1ccccc1NS(=O)(=O)c1ccc(F)cc1 (stereo unspecified)	-2%	0.3%	1.8%	i	0.0%	4	-5	-1%	1.2%	-0.9%
O=C(c1ccc(CS(=O)Cc2ccc(Cl)cc2)o1)N1CCN(c2ccccc2)CC1 (stereo unspecified)	13%	7.3%	2.1%	.	0.8%	.	.	-5%	.	.
O=C(NCC1CCCO1)c1nn2c(C(F)(F)F)cc(-c3cc(Br)cs3)nc2c1Br (stereo unspecified)	0%	3.8%	0.5%	.	-0.8%	.	.	?	.	.
Cc1nn(CCOc2ccccc2)c(=O)n1-c1c(F)cccc1F	3%	2.2%	0.4%	i	0.1%	7	7	-4%	2.7%	-7.2%
CCN(CC)c1nc2c(s1)C(=O)CC(C)(C)C2	7%	1.4%	0.7%	i	0.4%	-2	9	-11%	0.6%	-3.7%

Screening data deposited in PubChem BioAssay by several laboratories.
